From PubChem BioAssay
TWEAK Fn14 block: TWEAK-Fn14 signaling inhibition; inhibition, % at 10 µM; TWEAK-stimulated Fn14 reporter cells, luciferase luminescence, 8 h; hit rate 2% among 360,000; AID 1159606; in the data active = inhibition above about 50%
LMP1 NFkB inh: reduces LMP1-driven NF-kappaB luciferase signal | LMP1-induced NF-kappaB luciferase reporter cells, luminescence | hit rate 0.69% among 350,000 | inhibition, % at 12.5 µM; in the data active = inhibition above about 41%;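 note: 0% = neutral control wells and 100% = reference inhibitor control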
C8 TRAIL sens: sensitizes caspase-8 expressing cells to TRAIL | inhibition (viability loss, TRAIL sensitization), % at 10 µM | NB7+C8 cells + TRAIL, ATPlite viability luminescence | hit rate 1% among 360,000 | AID 624354;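 active = compounds causing at least 50% loss of cell viability in the single-dose screen, relative to plate controls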
TLR9-MyD88 inh: blocks human TLR9 binding to MyD88; Q9NR96+Q99836; CHO BLA complementation TLR9-MyD88, CCF4 FRET ratio; inhibition, % at 4.98 µM; hit rate 0.21% among 340,000;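 active = inhibition above the mean over all tested compounds plus 3 SD, cut at about 21% in these data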;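 note: 0% = DMSO only wells and 100% = clavulanate BLA inhibitor control wells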
NR2F2 inh: inhibitors of human COUP-TFII (NR2F2). inhibition, % at 8.6 µM. hit rate 0.7% among 370,000. P24468. HEK293T NGFI-A luciferase reporter, luminescence;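 active = inhibition above a per-plate cutoff, mean inhibition of test wells between control levels plus 3 SD, cut at about 38% in these data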;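 note: cells cotransfected with COUP-TFII expression vector driving the NGFI-A reporter; 0% = median of COUP-TF2 test wells and 100% = reporter-only cells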
NOD2-RIPK2 inh: blocks binding of human NOD2 to RIPK2; CHO BLA complementation NOD2-RIPK2, CCF4 ratio; inhibition, % at 4.98 µM; hit rate 0.38% among 360,000; in the data active = inhibition above about 21%;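 note: 0% = vehicle only and 100% = reference blocker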
SRC3 inh: inhibits human SRC3 coactivator | Q9Y6Q9 | HEK293 GAL4-SRC3 luciferase reporter, luminescence | inhibition, % at 3.6 µM | hit rate 0.17% among 360,000 | AID 588352;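 active = inhibition above a per-campaign cutoff, the mean of all compounds plus 3 SD, cut at about 60% in these data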;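 note: 0% = DMSO-treated cells and 100% = gossypol-treated cells at 36 µM; higher means less SRC3-driven luciferase light from the GAL4 reporter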
TROY NFkB inh: TROY signaling inhibition. Q293 LMP1-TROYcd NF-kB luciferase reporter, 4 h. inhibition, % at 10 µM. hit rate 0.98% among 360,000. AID 1347056;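 active = compounds whose plate-normalised and pattern-corrected inhibition of the luciferase reporter signal at the single screening dose is 50% or more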
NR5A2 inv ag: suppresses constitutive activity of human LRH-1. HEK293T StAR-luciferase reporter, LRH-1 transfected, 24 h. hit rate 0.13% among 360,000. AID 602396. inhibition, % at 3.6 µM. O00482;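 active = inhibition above the mean inhibition of all tested compounds plus 3 SD, cut at about 73% in these data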;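 note: 0% = DMSO wells and 100% = reporter-only cells lacking LRH-1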
NCOA1 inh: inhibitors of human steroid receptor coactivator 1 (SRC1); Q15788; HEK293 GAL4-SRC1 luciferase reporter, luminescence; inhibition, % at 3.6 µM; hit rate 0.12% among 360,000; AID 588354;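 active = inhibition above the campaign mean plus 3 SD, with each screening campaign given its own cutoff, cut at about 60% in these data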;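 note: 0% = DMSO treated cells and 100% = gossypol at 36 µM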
Target sequence (Q15788 whole entry, looked up, the tested form may be a part): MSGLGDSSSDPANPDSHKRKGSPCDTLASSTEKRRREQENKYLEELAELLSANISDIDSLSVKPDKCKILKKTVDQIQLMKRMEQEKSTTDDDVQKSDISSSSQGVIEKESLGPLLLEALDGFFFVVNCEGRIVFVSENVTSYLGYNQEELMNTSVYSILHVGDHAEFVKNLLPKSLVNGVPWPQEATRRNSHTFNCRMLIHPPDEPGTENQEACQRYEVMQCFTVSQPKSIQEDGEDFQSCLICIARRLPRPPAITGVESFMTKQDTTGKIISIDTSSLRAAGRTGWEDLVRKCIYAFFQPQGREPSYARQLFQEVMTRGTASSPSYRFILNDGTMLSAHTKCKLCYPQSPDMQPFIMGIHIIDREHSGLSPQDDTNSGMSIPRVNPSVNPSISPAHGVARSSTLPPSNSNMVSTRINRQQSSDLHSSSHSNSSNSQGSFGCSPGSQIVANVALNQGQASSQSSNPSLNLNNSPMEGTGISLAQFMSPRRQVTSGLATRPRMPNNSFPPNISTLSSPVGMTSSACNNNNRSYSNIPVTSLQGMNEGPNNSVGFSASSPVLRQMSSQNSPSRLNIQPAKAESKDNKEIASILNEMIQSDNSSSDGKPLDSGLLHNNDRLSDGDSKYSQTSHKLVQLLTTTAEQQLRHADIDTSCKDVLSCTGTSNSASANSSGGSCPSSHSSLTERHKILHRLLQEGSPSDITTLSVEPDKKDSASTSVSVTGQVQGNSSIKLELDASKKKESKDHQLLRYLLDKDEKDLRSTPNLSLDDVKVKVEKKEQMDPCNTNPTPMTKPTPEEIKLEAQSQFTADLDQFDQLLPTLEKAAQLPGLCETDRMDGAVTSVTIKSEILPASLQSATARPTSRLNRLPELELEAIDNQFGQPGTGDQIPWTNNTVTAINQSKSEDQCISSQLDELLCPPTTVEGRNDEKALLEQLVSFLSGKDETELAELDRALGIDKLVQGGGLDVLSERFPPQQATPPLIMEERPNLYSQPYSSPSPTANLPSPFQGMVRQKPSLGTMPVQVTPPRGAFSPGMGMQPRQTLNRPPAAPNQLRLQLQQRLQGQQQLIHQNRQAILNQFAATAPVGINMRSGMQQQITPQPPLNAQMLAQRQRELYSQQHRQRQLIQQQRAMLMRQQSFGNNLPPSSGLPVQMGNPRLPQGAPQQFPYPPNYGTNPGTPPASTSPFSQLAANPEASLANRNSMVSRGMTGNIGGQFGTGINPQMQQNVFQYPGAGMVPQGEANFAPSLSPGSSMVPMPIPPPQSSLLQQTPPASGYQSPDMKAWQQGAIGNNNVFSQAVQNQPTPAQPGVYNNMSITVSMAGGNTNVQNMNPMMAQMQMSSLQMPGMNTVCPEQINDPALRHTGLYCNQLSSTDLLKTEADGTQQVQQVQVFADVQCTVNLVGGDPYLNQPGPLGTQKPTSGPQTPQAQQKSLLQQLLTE
NCOA2 inhibitor: inhibits human steroid receptor coactivator 2 | Q15596 | HEK293 GAL4-SRC2 luciferase reporter, luminescence | inhibition, % at 9 µM | hit rate 0.17% among 370,000;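 active = inhibition above the mean inhibition of all tested compounds plus 3 SD, set per campaign, cut at about 52% in these data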;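 note: 0% = DMSO treated cells and 100% = cells given Gossypol at 36 µM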
Active calls of the source: *; / = no result given. Not all compounds are listed (hit frequency here may not be typical).

SMILES	TWEAK Fn14 block	LMP1 NFkB inh	C8 TRAIL sens	TLR9-MyD88 inh	NR2F2 inh	NOD2-RIPK2 inh	SRC3 inh	TROY NFkB inh	NR5A2 inv ag	NCOA1 inh	NCOA2 inhibitor
Cc1cc(C)nc(N2N=C(c3ccccc3)CC2=O)n1	-24	4	3	-32	-2	-12	4	-10	-10	-8	-15
CN1C(=O)c2ccc(C(=O)NCc3ccc4c(c3)OCO4)cc2C1=O	-8	1	-6	-2	1	-8	4	7	-1	6	-19
COc1ccc(C(=O)Nc2ccc3[nH]c(-c4cccc(OC)c4)cc(=O)c3c2)cc1	-64	8	10	4	-32	-12	16	12	20	4	-3
Fc1ccc(OCc2nn3cnnc3s2)cc1	9	3	8	-9	-5	3	9	4	7	-15	-23
C=CCn1c(C(C)NC(=O)COC)nc2ccccc21 (stereo unspecified)	-2	-5	4	-1	-13	3	3	-1	-3	6	7
CCn1cc(C(=O)NCc2ccccc2OC)c(=O)c2cc(S(=O)(=O)N(C)C)ccc21	-24	-5	10	-10	1	-2	0	-9	6	-7	-12
CN(C(=O)COC(=O)CNC(=O)c1cccs1)c1c(N)n(Cc2ccccc2)c(=O)[nH]c1=O	5	-16	-5	8	-8	-4	-4	0	-3	-3	12
O=C1c2ccccc2C(=O)C1c1ccc(Cl)cc1	0	2	-23	-8	10	-10	-2	7	-4	0	-21
Nc1nnc(-c2ccccc2Cl)s1	-4	2	-2	-5	-14	-3	-8	-7	0	-7	-23
O=C(NCCCN1CCOCC1)C(=O)NCc1ccccc1	0	6	10	2	2	5	-38	-2	0	4	-16
Cc1cc(C)nc(N2CCC(C(=O)NCc3ccco3)CC2)n1	-6	-5	-10	0	5	-3	7	-4	-4	-4	3
O=C(CSCc1ccccc1)Nc1ccc(S(=O)(=O)Nc2ncccn2)cc1	13	1	-2	0	2	-1	3	-4	-12	3	-21
c1ccc(CN2CCOCCOCCOCC2)cc1	4	5	7	-5	-16	3	-7	-6	5	2	-14
Cc1ccc(S(=O)(=O)N2CCN(c3ccccc3)CC2)cc1	2	12	2	-3	-4	4	-5	-4	9	-17	20
CCn1c(=O)cc(SCC(=O)Nc2ccc(C)cn2)c2ccccc21	38	-32	3	1	-14	-5	11	16	9	-21	31
CC(C)c1nn2c(=O)cc(O)nc2s1	0	2	8	-6	12	-2	18	-9	-6	-82	11
Cc1ccc(NC(=O)NNC(=O)Cn2nc(-c3ccccc3)c(-c3ccccc3)c(C#N)c2=O)cc1	3	-8	-6	-7	-11	-5	8	-24	5	-20	-18
CCNC(=O)c1cccc(NC(=O)C2CC(=O)N(CCc3ccccc3)C2)c1 (stereo unspecified)	8	6	6	-11	7	-6	2	12	9	6	8
CCN(c1ccccc1)S(=O)(=O)c1cccc(C(=O)NCC(c2cccs2)N2CCOCC2)c1 (stereo unspecified)	0	4	2	-3	30	-14	4	-16	8	17	4
COC(=O)c1cc(NC(=O)CN2C(=O)C(=O)N(C3CCCC3)C2=O)cc(C(=O)OC)c1	-5	4	-12	2	-2	-1	1	-3	0	-16	3
Cc1ccsc1C(=O)NCC(=O)OCc1ccccc1	-11	4	-15	-17	-1	3	-21	-51	1	-28	8
Cc1ccc2c(n1)sc1c(-c3ccccc3)c(C#N)c(N)nc12	14	-70	13	-9	8	-4	22	1	8	7	0
CC1(C(=O)NCc2ccccn2)C=CCN1C(=O)c1ccccc1 (stereo unspecified)	6	2	-8	2	-34	-5	-36	-9	-6	-3	-10
CN(CCC#N)C(=O)COC(=O)c1cccnc1Nc1ccccc1F	-4	3	4	4	-13	-7	4	2	9	-43	-17
CCc1cc(C(c2ccc(OC)c(OC)c2)N2CCOCC2)c(NC(=O)c2ccccc2)s1 (stereo unspecified)	27	-9	-12	4	-4	-5	-3	-22	-3	-17	-1
CC(=O)N1CCC(C(=O)N2CCN(S(=O)(=O)c3ccc(Cl)s3)CC2)CC1	5	6	-3	-5	14	-7	23	7	3	7	-1
O=C(NNC(=O)c1ccc([N+](=O)[O-])cc1)c1ccc(Br)cc1	-4	-2	19	-6	-27	-6	11	4	10	-29	-26
Cc1cccc(C(=O)NNC(=O)/C=C/C(=O)O)c1	10	1	-10	-4	-11	-5	-38	-3	-4	-50	-44
Cc1ccc(C)c(S(=O)(=O)N2CCN(C(=O)CCc3c[nH]c4ccccc34)CC2)c1	-5	-4	17	6	8	12	-15	-1	-3	-3	0
COc1cccc(NC(=O)CN2C(=O)CSc3ccc(S(=O)(=O)N4CCC(C)CC4)cc32)c1	9	-1	7	-8	4	-18	-11	16	-4	10	1
CCN(CC)c1ccc2cc(C(=O)NNC(=O)c3ccc(S(=O)(=O)N4CCCCC4)cc3)c(=O)oc2c1	12	-29	36	0	2	-19	24	7	-54	4	-26
CCCCNC(=O)C1CCN(S(=O)(=O)c2c(C)noc2/C=C\c2ccc(OC)cc2)CC1	-10	-16	-1	-9	4	-7	9	-15	-19	-5	4
CCOc1ccc(OCC)c(N=c2oc3c(C)ncc(CO)c3cc2C(N)=O)c1	0	-2	-2	-7	-7	6	3	8	5	-5	-4
Cc1ccc(C)c(S(=O)(=O)N2CCCCC2CCNC(=O)C(=O)NCCc2ccco2)c1 (stereo unspecified)	-1	2	14	-11	8	2	13	4	5	3	17
COC(=O)C1=C(C)N(CCCC(=O)O)C(=O)NC1c1ccc(Br)cc1 (stereo unspecified)	-26	10	-1	0	-17	-7	-6	-3	-5	3	-1
O=C(O)c1ccc(N/N=C/C2=C(N3CCOCC3)C(=C\c3ccccc3)/CC2)cc1	2	1	-1	12	5	-4	-18	9	-16	-3	-15
Cc1nc2sc(C)c(C)c2c(=O)[nH]1	-13	-5	-7	-2	4	1	-11	-6	25	-26	5
Nc1nc(NCCO)nc(NC2CCCCC2)c1[N+](=O)[O-]	21	-7	-20	3	8	8	-12	-3	16	3	10
Cc1cccc(C(=O)NC2CCN(C(=O)N3CCOCC3)CC2)c1	-1	-3	-15	8	-27	-5	15	-4	12	-2	3
COc1ccccc1Nc1nc(-c2sc(NC(=O)c3ccco3)nc2C)cs1	23	0	17	1	3	-11	-2	8	15	11	-8
CCCOc1ccc(/C=C2\SC(N)=NC2=O)cc1OC	-19	-1	-7	-3	-4	-3	-22	-17	12	4	-18
Cc1ccccc1/C=C/c1nc2ccccc2c(=O)n1Cc1ccccc1	-7	-2	3	-2	7	0	-9	7	16	-13	4
O=C(CCCc1ccccc1)Nc1ccnn1C1CCN(Cc2ccc(CO)o2)CC1	-8	0	-2	-3	-5	-10	17	9	3	3	-44
CC(=O)N(c1ccccc1)C(C)c1nc(C#N)c(C#N)nc1C (stereo unspecified)	2	8	-4	-5	17	-13	9	-8	3	15	2
CCn1c(C)nnc1SCC(=O)Nc1ccc(OC)cc1	4	1	-12	0	10	0	-1	2	-3	-1	-2
CC(=O)c1c(C(C)=O)c(C)n(NC(=O)c2cccnc2)c1C	20	-9	-6	6	-4	-10	7	6	10	-1	-3
COc1cccc(CN(C)CC(=O)Nc2cccc(S(N)(=O)=O)c2)c1OC	6	5	-5	6	5	4	-2	-11	-2	-13	-9
CC1Cc2ccccc2N1C(=O)COc1ccc2c(c1)OCO2 (stereo unspecified)	-27	-24	7	-4	-21	8	-103	-61	-100	-81	-20
CC(C)N1C2OC(C3OC4C(O3)N(C(C)C)S(=O)(=O)N4C(C)C)OC2N(C(C)C)S1(=O)=O (stereo unspecified)	5	1	-16	2	-2	0	19	1	-6	-21	-2
CCC(=O)N1CCc2cc(Br)cc(S(=O)(=O)NCCN3CCCCC3CC)c21 (stereo unspecified)	-1	-24	2	-20	3	5	12	7	2	-14	-45
COC(=O)C1=C(C)Nc2c(c(=O)n(C)c(=O)n2C)C1c1cccs1 (stereo unspecified)	-18	-1	-6	-2	-7	-5	12	-10	16	9	-11
O=C(CSc1nnc(-c2ccccc2O)o1)N1CCOCC1	3	-17	-5	-1	-4	-18	-41	-15	-89	-38	-21
CC1SCC(NC(=O)c2cccc(Cl)c2)CS1 (stereo unspecified)	-14	5	8	3	20	-6	-5	-20	-9	4	9
O=C(NN1C(=O)C2C(C1=O)C1C=CC2C12CC2)c1ccccc1 (stereo unspecified)	9	1	4	-5	-13	-10	7	-3	-2	10	-4
Cc1ccc(SCCC(=O)OCn2nnc3ccccc3c2=O)cc1	-7	0	-2	1	-12	1	7	-7	8	-15	-9
O=C(COC(=O)c1cc(=O)[nH]c(=O)[nH]1)Nc1ccccc1F	-9	5	-14	-7	13	1	-7	6	-16	-1	10
O=C(NCCC1CCCCN1S(=O)(=O)c1ccccc1)C(=O)NCc1ccccn1 (stereo unspecified)	-4	2	-1	-7	-2	-3	-9	-2	0	-18	-23
Cc1c(NC(=O)c2c(F)c(F)c(F)c(F)c2F)c(=O)n(-c2ccccc2)n1C	-5	-3	2	-8	-13	-2	5	12	-3	2	-23
Cc1cc(NC(=O)CCC(=O)N(CC(=O)NCC2CCCO2)c2ccc(F)c(Cl)c2)no1 (stereo unspecified)	1	-2	12	-14	-2	-6	11	-19	14	-20	-2
Cc1cc(NC(=O)Cn2nc([N+](=O)[O-])c(Br)c2C)no1	-6	-2	1	0	-10	-13	7	6	-4	0	19

Part of the list above in order of heavy-atom count, smallest number first.
SMILES	TWEAK Fn14 block	LMP1 NFkB inh	C8 TRAIL sens	TLR9-MyD88 inh	NR2F2 inh	NOD2-RIPK2 inh	SRC3 inh	TROY NFkB inh	NR5A2 inv ag	NCOA1 inh	NCOA2 inhibitor
O=C(NN1C(=O)C2C(C1=O)C1C=CC2C12CC2)c1ccccc1 (stereo unspecified)	9	1	4	-5	-13	-10	7	-3	-2	10	-4
Cc1ccc(SCCC(=O)OCn2nnc3ccccc3c2=O)cc1	-7	0	-2	1	-12	1	7	-7	8	-15	-9
O=C(NCCC1CCCCN1S(=O)(=O)c1ccccc1)C(=O)NCc1ccccn1 (stereo unspecified)	-4	2	-1	-7	-2	-3	-9	-2	0	-18	-23

(next part)
SMILES	TWEAK Fn14 block	LMP1 NFkB inh	C8 TRAIL sens	TLR9-MyD88 inh	NR2F2 inh	NOD2-RIPK2 inh	SRC3 inh	TROY NFkB inh	NR5A2 inv ag	NCOA1 inh	NCOA2 inhibitor
COc1cc(/C=N/NC(N)=S)ccc1OCc1ccc(C)cc1	13	-10	20	3	10	-2	-3	-16	22	-6	18
CCOn1c(=O)c(=O)n(O)c2ccccc21	5	5	-6	3	3	-8	11	-1	2	-9	2
CCN(CC(=O)Nc1ccc(OC)cc1)C(=O)c1ccc([N+](=O)[O-])cc1	-1	2	1	14	6	1	11	-4	-2	2	-9
COc1ccccc1C1=NC(c2ccc(C)cc2)N=C1C (stereo unspecified)	-26	-10	7	0	-35	2	-43	-63	-117	-100	-46
Cc1ccc(CNC(=O)CCNS(=O)(=O)c2ccc3c(c2)c(=O)n(C)c(=O)n3C)cc1	-5	-4	-9	2	-11	-14	0	0	4	3	-25
COC(=O)Cc1cc(=O)n2[nH]c(C(F)(F)F)nc2n1	-19	-1	-2	-9	/	0	3	19	-11	-9	/
O=C(COC(=O)c1ccccc1OCc1ccccc1Cl)NC1CCS(=O)(=O)C1 (stereo unspecified)	-22	-5	0	-2	12	-3	5	7	12	-3	-11
COc1ccc(S(=O)(=O)N2CCN(C(c3ccccc3)c3ccccc3)CC2)cc1NC(C)=O	-41	-4	-6	-6	2	6	18	12	15	-1	18
